High-throughput results deposited in PubChem by several laboratories.
PriA SSB inh – K. pneumoniae PriA-SSBct interaction inhibition; actives 0.6% (n = 430,000); inhibition, % at 33 µM; AID 1272365; AlphaScreen SSBct-PriA binding, biotinylated peptide; in the data active = inhibition mostly above about 37%, no sharp cut-off; inactive = mostly below about 20%;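 note: plate controls were negative control peptide for no effect and reference peptide for full effect; strong numbers were not always called active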
Yp Topo-I inh – Y. pestis Topo-I inhibition via cleavage products; Y. pestis Topo-I cleavage product accumulation, plate reader; activity, % at 10 µM; actives 0.064% (n = 360,000); AID 504884; in the data active = activity above about 50%, passing the limit was not always enough; note: inactives centre near 2
MazEF act – MazEF (E. coli) toxin RNase activation; FAM/BHQ RNA-DNA oligo cleavage fluorescence, 5 h; P0AE70; actives 0.32% (n = 350,000); activation, % at 20 µM; in the data active = activation above about 50%
PrPC surface inh – reduces human prion protein on the cell surface; P04156; cell surface PrPC, TR-FRET read-out; inhibition, % at 13.8 µM; actives 0.43% (n = 370,000); AID 720596; in the data active = inhibition above about 24%; note: 0% = median of the test wells and 100% = reference compound wells
BH1578 lux ind – inducers of Vibrio cholerae quorum light production without autoinducers. activation, % at 18.7 µM. V. cholerae BH1578 lux reporter, luminescence, 6 h. AID 588436. actives 0.16% (n = 350,000); in the data active = activation mostly above about 9.7%, no sharp cut-off; note: not every result past the cut was called active; inactives centre near 0; reference of the scale not given here
TcdB GH inh – inhibitors of Clostridioides difficile toxin B glycohydrolase. P18177. TcdB glycohydrolase enzymatic assay, plate reader. inhibition, % at 9.99 µM. actives 0.24% (n = 350,000). AID 652162; in the data active = inhibition above about 10%
Target sequence (P18177 whole entry, looked up): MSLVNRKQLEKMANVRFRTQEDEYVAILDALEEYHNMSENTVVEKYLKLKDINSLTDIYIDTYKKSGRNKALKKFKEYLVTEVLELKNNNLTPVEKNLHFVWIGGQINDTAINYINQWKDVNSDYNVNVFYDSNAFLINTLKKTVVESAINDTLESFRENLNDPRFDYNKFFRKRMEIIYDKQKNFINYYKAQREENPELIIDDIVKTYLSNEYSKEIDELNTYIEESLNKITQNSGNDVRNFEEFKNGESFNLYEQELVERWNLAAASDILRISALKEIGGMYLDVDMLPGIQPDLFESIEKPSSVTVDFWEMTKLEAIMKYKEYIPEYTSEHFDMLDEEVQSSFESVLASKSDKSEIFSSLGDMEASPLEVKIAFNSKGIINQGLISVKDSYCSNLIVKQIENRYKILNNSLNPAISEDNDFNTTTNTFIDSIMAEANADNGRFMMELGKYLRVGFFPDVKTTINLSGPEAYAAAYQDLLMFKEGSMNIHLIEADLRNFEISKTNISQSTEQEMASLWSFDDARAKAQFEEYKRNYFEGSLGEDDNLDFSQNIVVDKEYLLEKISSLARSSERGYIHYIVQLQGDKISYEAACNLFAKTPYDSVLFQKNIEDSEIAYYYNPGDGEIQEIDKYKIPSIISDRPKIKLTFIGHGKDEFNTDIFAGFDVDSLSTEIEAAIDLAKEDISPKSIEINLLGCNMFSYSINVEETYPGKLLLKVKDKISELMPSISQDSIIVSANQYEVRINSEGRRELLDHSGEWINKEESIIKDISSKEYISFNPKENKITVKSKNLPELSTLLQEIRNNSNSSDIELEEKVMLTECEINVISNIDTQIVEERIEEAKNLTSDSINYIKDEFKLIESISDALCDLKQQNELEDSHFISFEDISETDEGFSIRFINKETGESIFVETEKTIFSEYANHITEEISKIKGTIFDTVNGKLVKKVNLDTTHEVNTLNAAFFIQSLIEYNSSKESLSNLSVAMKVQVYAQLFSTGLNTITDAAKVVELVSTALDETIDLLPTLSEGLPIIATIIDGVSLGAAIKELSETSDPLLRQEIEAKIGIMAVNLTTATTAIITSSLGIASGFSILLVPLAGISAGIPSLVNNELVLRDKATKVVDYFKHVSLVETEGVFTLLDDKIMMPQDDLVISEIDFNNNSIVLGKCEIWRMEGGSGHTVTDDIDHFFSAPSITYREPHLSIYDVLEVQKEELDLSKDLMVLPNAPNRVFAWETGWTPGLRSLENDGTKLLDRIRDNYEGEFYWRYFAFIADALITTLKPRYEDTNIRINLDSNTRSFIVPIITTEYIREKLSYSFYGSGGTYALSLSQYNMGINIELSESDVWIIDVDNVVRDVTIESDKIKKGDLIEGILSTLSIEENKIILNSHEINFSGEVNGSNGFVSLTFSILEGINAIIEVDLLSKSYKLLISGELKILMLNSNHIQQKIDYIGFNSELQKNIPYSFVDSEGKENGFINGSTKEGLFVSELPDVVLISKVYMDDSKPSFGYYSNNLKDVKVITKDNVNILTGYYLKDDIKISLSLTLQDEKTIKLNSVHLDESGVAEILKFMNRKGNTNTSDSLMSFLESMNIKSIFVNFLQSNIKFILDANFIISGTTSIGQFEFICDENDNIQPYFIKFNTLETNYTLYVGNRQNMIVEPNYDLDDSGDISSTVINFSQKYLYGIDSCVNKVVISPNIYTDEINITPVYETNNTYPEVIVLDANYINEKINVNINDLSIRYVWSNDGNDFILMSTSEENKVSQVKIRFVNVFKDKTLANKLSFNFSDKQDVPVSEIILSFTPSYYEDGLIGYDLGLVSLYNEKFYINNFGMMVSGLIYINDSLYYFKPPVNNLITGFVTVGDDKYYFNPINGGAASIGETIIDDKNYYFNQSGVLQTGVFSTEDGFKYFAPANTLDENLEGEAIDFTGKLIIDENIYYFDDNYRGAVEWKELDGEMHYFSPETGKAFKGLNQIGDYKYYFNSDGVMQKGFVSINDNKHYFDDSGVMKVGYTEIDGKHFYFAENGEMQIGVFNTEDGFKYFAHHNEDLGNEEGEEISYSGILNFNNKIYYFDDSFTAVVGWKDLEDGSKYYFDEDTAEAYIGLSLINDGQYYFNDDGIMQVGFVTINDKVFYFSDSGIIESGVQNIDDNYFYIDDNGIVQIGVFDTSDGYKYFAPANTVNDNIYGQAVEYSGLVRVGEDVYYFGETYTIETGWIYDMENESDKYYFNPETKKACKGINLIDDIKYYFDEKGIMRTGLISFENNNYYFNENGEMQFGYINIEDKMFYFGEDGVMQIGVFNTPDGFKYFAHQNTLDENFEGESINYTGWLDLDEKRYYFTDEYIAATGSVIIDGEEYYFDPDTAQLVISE
3CLpro inhibitor – SARS-CoV 3CLpro protease inhibition. P0C6X7. recombinant SARS-CoV 3CLpro, quenched FRET peptide cleavage. inhibition, % at 6 µM. actives 0.14% (n = 290,000). AID 1706; in the data active = inhibition above about 12%
Rv3671c inh – inhibitors of M. tuberculosis serine protease Rv3671c; actives 0.048% (n = 320,000); inhibition, % at 5.96 µM; in the data active = inhibition above about 38%;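 note: extracellular domain of Rv3671c used as enzyme; 0% = enzyme with DMSO and 100% = no enzyme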
DUSP3 inh – blocks human VHR1 dual specificity phosphatase; P51452; recombinant VHR phosphatase, pNPP absorbance; inhibition, % at 13.3 µM; actives 0.52% (n = 290,000); AID 1654; in the data active = inhibition above about 50%; note: some compounds called inactive have numbers as strong as hits
CCHF vOTU inh – blocks the CCHF virus ovarian tumor domain protease. CCHFV vOTU protease, Pep-AMC fluorescence. inhibition, % at 11.5 µM. actives 0.55% (n = 370,000). AID 651958; in the data active = inhibition above about 30%; note: 0% = vehicle wells with enzyme and 100% = no enzyme wells
Numbers without * were called inactive; i = inactive; x = not tested or not shown; & = joins results of further samples. Some of the compounds tested (hit frequency here may not be typical).

Value order: MazEF act, CCHF vOTU inh, TcdB GH inh, BH1578 lux ind, DUSP3 inh, PrPC surface inh, PriA SSB inh, Yp Topo-I inh, 3CLpro inhibitor, Rv3671c inh
(1) Nc1ccn(C2CCCO2)c(=O)n1 (stereo not given)
    4, 4, 1.4, i, x, 0, -5, 12, x, x
(2) CCn1cc(C(=O)N2CCN(c3ccc([N+](=O)[O-])cc3)CC2)c(=O)c2ccc(C)nc21
    9, 18, 2.4, -0.2, 6, -15, 3, 24, -2, 3
(3) CCS(=O)(=O)Nc1cccc(C(=O)CC2(O)C(=O)Nc3ccccc32)c1 (stereo not given)
    -10, 3, x, -0.3, 14, 1, -6, 0, 2, -11
(4) CC(C)Oc1ccc(C(CC(=O)O)NC(=O)c2cccs2)cc1 (stereo not given)
    -2, -4, x, -0.4, -2, -2, 0, -1, -1, -4
(5) CCOc1ccc2nc(N3CCCC(C(=O)N4CCN(CC)CC4)C3)sc2c1 (stereo not given)
    1, 1, 0.7, -0.3, 5, -2, -12, 12, -2, 0
(6) CCC(C)NC(=O)Cn1nc(C(F)(F)F)c2c1CCCC2 (stereo not given)
    2, 4, x, i, 4, 4, -10, 8, 5, 5
(7) COc1cc(-c2cc(NC=O)c3ncc(-c4cccc(C(=O)N(C)C)c4)n3c2)cc(OC)c1OC
    x, 7, -1.6, -0.9, x, -7, x, 2, x, x
(8) COCCCNC(=O)Cn1cnc2sc(C)c(S(=O)(=O)N3CCN(c4ncccn4)CC3)c2c1=O
    -16, -1, 0.5, -0.8, 16, 2, 2, 13, -1, -8
(9) Cc1ccccc1NC(=S)N(Cc1cccs1)C1CCCCC1
    6, -8, 2.2, -0.2, 6, 6, 2, 11, -1, 3
(10) CCN(c1cccc(C)c1)S(=O)(=O)c1ccc2c(c1)oc(=O)n2C
    0, 5, 1.0, 2.1, x, 15, -2, 6, -6, 1
(11) COc1cc(OC)cc(-c2nnc(SCc3cccc(C(=O)O)c3)o2)c1
    2, 3, x, i, 11, 2, -8, 1, -2, 0
(12) O=c1c(C(c2ccc(Cl)cc2)c2c(O)nc3n(c2=O)CCS3)c(O)nc2n1CCS2
    -10, 2, 2.6, -0.5, -11, 10, -13, 10, 5, -1
(13) Cc1ccc(CN2CCN(Cc3cccc(-n4cccn4)c3)CC2CCO)cc1 (stereo not given)
    -4, 7, -0.9, -0.4, 26, 1, 1, 15, 7, 3
(14) COc1ccc(S(=O)(=O)N2CCCOC2CNC(=O)C(=O)NCCc2ccco2)cc1 (stereo not given)
    2, 5, 1.0, 0.5, -11, 8, -2, 7, -1, -1
(15) N/C(=N\OC(=O)C1CCCCC1)c1ccc(Br)cc1
    2, -4, 0.1, -0.6, 13, -5, x, -8, 3, 0
(16) O=C(COC(=O)CNC(=O)c1ccc(Cl)cc1)Nc1ccc(Cl)cc1C(F)(F)F
    1, 5, x, -0.2, 28, 0, -26, -10, 5, -5
(17) O=c1[nH]c(Nc2nc3ccccc3o2)nc2c1CCCC2
    -11, -13, 0.8, i, 15, 2, -2, 1, -5, -8
(18) NC(=O)Cc1ccc(Nc2nnc(-c3ccc(O)cc3)c3ccccc23)cc1
    0, 6, 0.7, 0.8, 14, -5, -10, -1, -2, 9
(19) Cc1ccc(-n2ncc3c(NNC(=O)Cc4ccccc4)ncnc32)cc1
    -1, -3, 0.9, -2.2, 2, -3, -1, 6, 0, -4
(20) O=C1CC(c2cccs2)c2cc3c(cc2N1)OCO3 (stereo not given)
    2, -2, x, 0.3, 10, 14, -5, -1, 1, -2
(21) Cc1cccc(C)c1NC(=O)CCS(=O)(=O)c1cccc2nsnc12
    3, -9, x, -0.6, 28, -38, 2, -6, 2, -12
(22) COc1ccc(-c2cccc(NS(=O)(=O)c3cccc([N+](=O)[O-])c3)c2)nn1
    -2, -5, 0.7, i, x, -6, 0, 0, x, 0
(23) O=S(=O)(Nc1nc2ccccc2nc1Nc1ccc2c(c1)OCO2)c1ccc(F)cc1
    5, 1, x, 4.8, -4, 7, -9&1, 0, 2, 6
(24) Cc1cc2nc(C3CCCN(C(=S)Nc4ccccc4)C3)[nH]c2cc1C (stereo not given)
    1, -17, x, -0.4, 22, -5, -3, -8, 3, 1
(25) CCC1CCc2sc(C(=O)N(C)CC(=O)Nc3cccc(OC)c3)cc2C1 (stereo not given)
    -3, 8, -0.7, i, x, 4, 5, 27, x, -13
(26) CCOC(=O)c1ccc(NC(=O)CSc2nnc(COc3ccccc3OC)n2CC)cc1
    -1, 18, x, -0.7, 22, 2, 11, 14, -3, -1
(27) C[C@H]1CN([C@@H](C)CO)C(=O)CCCn2nncc2CO[C@H]1CN(C)C(=O)Nc1ccc(N2CCCCC2)cc1
    3, 10, -7.5&-4.8, -0.6, x, -5, x, 14, x, x
(28) N#Cc1c(NC(=O)c2cnccn2)sc2c1CCCC2
    0, -7, 0.4, -0.4, -10, -3, 6, -2, 5, -3
(29) O=C(NCCN1CCOCC1)c1ccc2c(c1)N(Cc1ccccc1F)C(=O)CS2
    0, -12, x, i, 47, 4, 10, -3, 10, -5
(30) Cc1cc(C)c2nc(SCC(=O)N3CCCCC3)c(C#N)cc2c1
    3, -1, x, 0.8, 24, -7, -4, -2, -2, x

Part of the list above in order of number of heavy atoms, rising:
Value order: MazEF act, CCHF vOTU inh, TcdB GH inh, BH1578 lux ind, DUSP3 inh, PrPC surface inh, PriA SSB inh, Yp Topo-I inh, 3CLpro inhibitor, Rv3671c inh
(16) O=C(COC(=O)CNC(=O)c1ccc(Cl)cc1)Nc1ccc(Cl)cc1C(F)(F)F
    1, 5, x, -0.2, 28, 0, -26, -10, 5, -5
(14) COc1ccc(S(=O)(=O)N2CCCOC2CNC(=O)C(=O)NCCc2ccco2)cc1 (stereo not given)
    2, 5, 1.0, 0.5, -11, 8, -2, 7, -1, -1
(8) COCCCNC(=O)Cn1cnc2sc(C)c(S(=O)(=O)N3CCN(c4ncccn4)CC3)c2c1=O
    -16, -1, 0.5, -0.8, 16, 2, 2, 13, -1, -8

Going on with the list.
Value order: MazEF act, CCHF vOTU inh, TcdB GH inh, BH1578 lux ind, DUSP3 inh, PrPC surface inh, PriA SSB inh, Yp Topo-I inh, 3CLpro inhibitor, Rv3671c inh
(31) Fc1ccc(C2CCCN2Cc2nc(Cc3ccccc3)no2)cc1 (stereo not given)
    1, -3, -0.9, i, 21, 0, -33, 9, 3, -3
(32) Cc1cccc(-n2cc(-c3ccccc3)[nH]c2=S)c1
    5, 1, 0.5, -0.6, 24, -2, 20, 3, 0, -3
(33) Cc1ccc(Cn2c(=N)n(CC(=O)c3ccc([N+](=O)[O-])cc3)c3ccccc32)cc1
    32, -12, x, -0.8, 48, 9, -4, -30, 3, 1
(34) O=C(NCCN1CCOC1=O)C1CCC(=O)N(CCc2ccc(Cl)cc2)C1 (stereo not given)
    -2, 16, -0.1, i, 4, -4, -5, -5, -1, 0
(35) Cc1ccc(OCCC(=O)OCC(=O)Nc2ccc3[nH]c(=O)[nH]c3c2)cc1
    0, -2, 1.1, i, x, -5, -10, 4, x, 8
(36) COCCNC(=O)C1CCCN(C(=O)c2ccc(F)c(C)c2)CC1 (stereo not given)
    x, -3, 0.6, -0.9, x, 4, x, -4, x, x
(37) CC(=O)Oc1cccc(N2C(=O)C3C(C2=O)C2C=CC3C23CC3)c1 (stereo not given)
    7, -12, x, i, 42, -8, -10, -5, -1, -8
(38) O=C(CN1CCN(Cc2ccccc2)CC1)NCc1ccccc1Cl
    3, 5, 0.4, -0.3, 19, -8, -1, 43, -2, 0
(39) Cc1cc(C(F)(F)F)nn1Cc1n[nH]c(=S)n1-c1ccc(F)cc1
    -18, -6, x, -0.1, -8, 2, -9, -6, 10, -1
(40) O=c1[nH]nc(-c2ccc(F)cc2)cc1Cc1ccc(F)cc1
    7, -8, 1.7, i, 4, 3, 10, -4, 4, -1
(41) Cc1c(O)ccc(NS(=O)(=O)c2ccccc2)c1C
    4, 4, -1.5, -0.7, 29, 4, -13, 1, 6, 2
(42) COc1ccc2c(c1OC)C(=O)N(c1cccc(C)c1)C2=O
    8, -2, x, -0.3, -2, -1, -11, 2, -5, 3
(43) Cc1ccccc1NC(=O)CSc1nnc2ccc(-c3ccncc3)nn12
    1, 4, 3.3, i, x, -30, -10&-11, -1, x, -4
(44) O=C1OCC2=C1C(c1ccc(F)cc1)CC(=O)N2c1ccc(F)cc1 (stereo not given)
    x, x, x, 1.1, 1, x, x, 1, -1, -1
(45) CNCC(O)Cn1c2c(c3ccccc31)CCCC2 (stereo not given)
    4, -9, -0.8, -0.2, 7, -2, 19, -10, 2, 1
(46) CCN(CC)S(=O)(=O)c1ccc(N2CCOCC2)c(NC(=O)C(C)Oc2ccc(F)cc2)c1 (stereo not given)
    -1, 11, 0.1, -2.0, x, -8, -22, 18, x, -4
(47) Oc1c(C(Nc2nc3ccccc3s2)c2ccco2)ccc2cccnc12 (stereo not given)
    11, 10, x, i, -12, 25*, 14, 3, -3, 16
(48) COc1ccc(-n2c(SCC(=O)Nc3nccs3)nnc2-c2ccoc2C)cc1
    -4, 2, x, -0.3, 26, -2, -5, 30, 3, -5
(49) CC(=O)Nc1c(C(=O)O)[nH]c2ccccc12
    0, 0, x, -0.2, -15, -5, -19, 6, 4, 5
(50) COc1ccc(C(=O)Nc2nncs2)cc1S(=O)(=O)N1CC(c2ccccc2)CC1=O (stereo not given)
    12, -3, 0.1, -0.6, 21, -4, -3, 13, 1, -10
(51) COC(=O)c1ccc(NS(=O)(=O)c2ccc3c(c2)n(C)c(=O)n3C)cc1
    14, -2, -0.5, 0.5, 64, 2, -2, 6, -9, 8
(52) CCCCc1ccc(-c2csc(/C(C#N)=C\c3ccco3)n2)cc1
    -27, 3, -0.2, -3.6, -7, 8, -19, -2, 4, -17
(53) Cc1ccc(OCCC(=O)OCC(=O)Nc2ccc(C)c(S(=O)(=O)N3CCOCC3)c2)cc1
    2, -8, 1.4, 1.8, x, -1, 2, 19, x, x
(54) CCOc1ccc(-n2c(-c3ccoc3)nc3ccccc3c2=O)cc1
    0, -7, x, -0.5, -12, -7, -17, 7, -1, 2
(55) COc1ccc(O)c(CN2CCN(C/C=C/c3ccccc3)CC2)c1
    -3, -8, x, -0.2, 21, -4, 24, 18, 6, 9
(56) Cn1cc(C(=O)NCC2COc3ccccc3O2)c(=O)c2cc(S(=O)(=O)N3CCCCC3)ccc21 (stereo not given)
    -15, 0, x, i, 6, 0, 1, 5, 0, 1
(57) CCOC(=O)c1ccc(NC(=S)N(CCCN2CCN(CC)CC2)Cc2cccs2)cc1
    -1, -4, 0.5, -0.2, 34, 4, -6, 13, -1, 2
(58) O=C(Nc1cccc(S(=O)(=O)N2CCCC2)c1)c1cc(=O)[nH]c2ccccc12
    3, 8, 1.2, -2.1, x, 5, 3, 0, x, -1
(59) CC(C)C(C(=O)OCC(=O)c1ccccc1)N1C(=O)C2C3C=CC(C3)C2C1=O (stereo not given)
    -3, 6, 0.5, i, 19, 3, -17, -4, 0, 2
(60) COc1cccc2c1OC1(C)CC2NC(=O)N1Cc1ccccc1 (stereo not given)
    0, 16, x, i, 21, -7, 0, 12, 3, 0
